# Screening results deposited in PubChem BioAssay by Broad Institute.
# E-selectin induc: E-selectin induction in HUVECs, primary screen, imaging, HUVEC, immunofluorescence imaging, single point; activation, % at 7.58 µM; 260,000 tested, 0.37% active; normalized: neutral wells 0, TNF-alpha wells 100; P16581;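 active means mean E-selectin-positive cell signal at least 10% of the positive control, reached in at least 60% of replicates, without over 20% cell loss; inconclusive means no rule given, readout overlaps actives, possibly toxicity-flagged; inactive means the rest, including those meeting only one limit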;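 further: in these data hits start at about 27%; measured in HUVEC primary endothelial cells; signal is the percent of cells scored E-selectin positive by PE staining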
# Target sequence (P16581 whole entry, looked up): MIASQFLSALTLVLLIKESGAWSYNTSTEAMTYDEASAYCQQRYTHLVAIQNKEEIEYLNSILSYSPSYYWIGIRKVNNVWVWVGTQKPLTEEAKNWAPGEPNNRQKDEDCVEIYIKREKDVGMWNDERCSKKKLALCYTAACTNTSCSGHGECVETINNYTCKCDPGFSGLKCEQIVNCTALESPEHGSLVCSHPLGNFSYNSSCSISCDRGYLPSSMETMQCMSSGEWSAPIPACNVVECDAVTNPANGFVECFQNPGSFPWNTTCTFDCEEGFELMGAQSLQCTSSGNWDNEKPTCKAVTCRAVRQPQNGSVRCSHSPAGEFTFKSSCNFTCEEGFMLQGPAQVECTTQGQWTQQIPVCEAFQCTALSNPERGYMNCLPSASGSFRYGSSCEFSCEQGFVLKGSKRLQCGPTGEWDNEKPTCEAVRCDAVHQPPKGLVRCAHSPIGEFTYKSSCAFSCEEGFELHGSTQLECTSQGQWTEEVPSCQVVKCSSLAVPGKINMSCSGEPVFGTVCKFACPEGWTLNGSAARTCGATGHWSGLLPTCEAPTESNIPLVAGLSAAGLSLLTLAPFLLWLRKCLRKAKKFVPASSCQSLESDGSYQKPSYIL
#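 System: HUVEC, human umbilical vein endothelial cells; quantity: 3,000 cells/well; buffer or medium: EGM-2 medium, gelatin-coated wells; dosing: single-point compound dose; detection: immunofluorescence imaging; evaluation: % PE-positive cells; benchmarks: TNF-alpha, DMSO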
# esBAF inh: Bmi1 luciferase reporter increase in mESCs, primary screen, esBAF inhibitor project, mouse ES cells, Bmi1 luciferase knock-in, single point | 350,000 tested, 2% active | reporter increase, % at 12.5 µM | AID 602393, 2012 | 24 h; 100% = twice the neutral-well signal; in the data active means activation above about 40%; inconclusive means no clear call, values can overlap the other calls;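 further: 0% = median of the plate's neutral control wells and 100% = double that signal; a rise in the Bmi1 reporter signal indicates esBAF inhibition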
# RAD54 inh: inhibitors of human RAD54 branch migration, primary screen, biochemical, fluorescence, single point; RAD54 Holliday junction branch migration, FAM/BHQ fluorescence; 360,000 tested, 0.14% active; inhibition, % at 10.4 µM; AID 602329, 2012; DNA repair and recombination protein RAD54-like (Homo sapiens), Q92698;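 active means mean normalized replicate activity at least 40 and at least half of replicates scoring 40 or more; inconclusive means only one of the two criteria met; inactive means mean below 40 and under half of replicates reaching 40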;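 further: 0% = median of neutral control wells and 100% = median of positive control wells; inhibitors cause a drop in the FAM fluorescence signal; in these data hits start at about 50%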
# RAD52 inh: RAD52 DNA annealing inhibitors, primary screen, biochemical, FRET, single point, set 2. DNA repair protein RAD52 homolog (Homo sapiens), P43351. inhibition, % at 18.7 µM. recombinant RAD52 DNA annealing, FRET fluorescence. 360,000 tested, 0.46% active;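 active means every replicate showing at least 50% inhibition; inconclusive means mean inhibition at least 50% but not in every replicate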
# Casp6 inh: human caspase-6 inhibitors, primary screen, biochemical, VEID-R110 fluorescence, single point, set 2; purified caspase-6, Z-VEID-R110 cleavage fluorescence; inhibition, % at 12.5 µM; 350,000 tested, 0.53% active;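 active means mean inhibition across replicates at least about 35%, with every replicate also reaching that limit, limit read from the data; inconclusive means only one of the two criteria met; inactive means neither criterion met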;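 further: 0% = median of neutral control wells and 100% = no fluorescence left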
# Target sequence (P55212 24-179 limits assumed): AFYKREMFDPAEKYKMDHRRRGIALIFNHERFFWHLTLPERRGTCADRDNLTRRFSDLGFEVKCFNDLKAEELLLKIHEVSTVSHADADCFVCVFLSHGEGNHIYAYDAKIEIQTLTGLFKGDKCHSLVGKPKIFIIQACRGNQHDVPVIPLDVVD
# Target sequence (P55212 194-293 limits assumed): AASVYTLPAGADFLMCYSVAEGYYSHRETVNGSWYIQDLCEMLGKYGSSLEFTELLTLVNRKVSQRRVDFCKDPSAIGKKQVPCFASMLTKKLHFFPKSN
# ARNT-TACC3 inh: disruptors of ARNT/TACC3 protein interaction, primary screen, biochemical, AlphaScreen, single concentration; inhibition, % at 9.99 µM; AlphaScreen His-ARNT PAS-B/GST-TACC3 binding, luminescence; TACC3 fragment carries E629A point mutation; 390,000 tested, 0.66% active; Transforming acidic coiled-coil-containing protein 3 (Homo sapiens), Q9Y6A5; AID 623870, 2012;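 active means mean inhibition of replicates at least 50% and at least half of replicates each reaching 50%; inconclusive means half or more replicates reach 50% but mean below 50%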;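 further: 0% = complete ARNT plus TACC3 wells and 100% = ARNT alone without TACC3; many hits fall short of the cut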
# PglD DTNB: C. jejuni PglD acetyltransferase inhibitors, primary screen, biochemical, DTNB colorimetric, single point; purified PglD enzyme, DTNB colorimetric CoA detection; inhibition, % at 12.5 µM; 360,000 tested, 0.098% active; AID 602405, 2012; in the data active means inhibition above about 16%, passing the limit was not always enough; inconclusive means no clear call, values can overlap the other calls; further: strong numbers were not always called active
# ERp5 inh: inhibitors of ERp5-driven insulin aggregation, primary screen, biochemical, turbidity, absorbance 650 nm, single point | Protein disulfide-isomerase A6 (Homo sapiens), Q15084 | inhibition, % at 9.99 µM | 350,000 tested, 0.05% active | AID 651711, 2012 | 90 min;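 active means mean replicate inhibition above about 25%, with every replicate also reaching it, limit read from the data, passing the limit was not always enough; inconclusive means only one of those two criteria met; inactive means neither criterion met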
# * marks the source's active call; other numbers are inactive results; u = inconclusive; x = no result given.
nr	SMILES	RAD52 inh	ARNT-TACC3 inh	Casp6 inh	ERp5 inh	RAD54 inh	esBAF inh	E-selectin induc	PglD DTNB
1	CCOc1cc(C(=O)N2CCC(CC3CC(c4ccc(Cl)cc4)=NO3)(C(=O)NCC3CCCCC3)CC2)cc(OCC)c1OCC (centres undefined)	-3	-2	2	-3	3	1	-0.3	-1
2	C[C@@H]1CN([C@@H](C)CO)C(=O)Cc2cc(NC(=O)c3ccncc3)ccc2O[C@@H]1CN(C)Cc1ccc(C(F)(F)F)cc1	4	-7	-2	-3	-7	-3	0.0	-2
3	Nc1cc(=O)[nH]c(SCC(=O)Nc2ccc(F)c(Cl)c2)n1	x	-3	x	x	-8	6	x	4
4	COCC#Cc1cnc2c(c1)C(=O)N([C@H](C)CO)C[C@@H](C)[C@@H](CN(C)C(=O)Nc1cc(F)ccc1F)O2	-13	16	3	5	-1	2	0.7	0
5	COC(=O)C[C@H]1CC[C@H]2[C@H](COc3ccc(NC(=O)c4cnccn4)cc3C(=O)N2C)O1	-12	5	x	-2	4	0	0.0	3
6	COC(Cc1ccccc1N1CCCC1=O)OC	-13	1	x	-3	4	-7	0.0	-2
7	C[C@@H]1CN([C@@H](C)CO)C(=O)c2cc(C3=CCCCC3)cnc2O[C@@H]1CN(C)C(=O)Nc1ccccc1	6	0	2	-4	-4	3	-0.1	4
8	O=C(CNC(=O)c1ccc(Br)cc1)OCC(=O)c1ccccc1	-14	x	5	-3	4	10	-0.3	-7
9	CCO[C@@H]1OC(C(=O)N2CCCC2)=C[C@H](c2ccc(C(F)(F)F)cc2)[C@H]1CCCO	23	3	1	-1	-15	x	x	0
10	C/C(=N\NS(=O)(=O)c1ccc(C)cc1)c1cc2ccccc2oc1=O	-31	-70	x	3	-7	-5	-1.0	4
11	CCCSC1=C(C#N)C(c2ccc(O)c(OC)c2)CC(=O)N1 (centres undefined)	-11	5	4	-3	3	10	-0.1	-5
12	CSc1cccc(NC(=S)N(CCCN2CCCC(C)C2)Cc2cccs2)c1 (centres undefined)	-20	8	-2	4	x	x	5.5	x
13	Cc1cc(Cl)ccc1OCCCC(=O)N1CCOCC1	x	-12	x	x	6	59*	x	0
14	CCN1CCN(CC(O)COC(c2ccccc2)c2ccccc2C)CC1 (centres undefined)	-3	-14	-6	-4	4	-2	x	2
15	CC(=O)Nc1ccc(/C=N/NS(=O)(=O)c2cc(C)ccc2C)cc1	-17	1	-2	2	-2	x	5.1	-3
16	COc1ccc(C2C(Oc3ccccc3)C(=O)N2c2cc(C)ccc2C)cc1OC (centres undefined)	x	7	x	x	2	2	x	0
17	O=C(NCc1cccs1)C1CCN(S(=O)(=O)N2CCCC2)CC1	x	-1	x	x	-3	3	x	5
18	O=C(Nc1cccc(F)c1)c1cc(S(=O)(=O)N2CCOCC2)ccc1N1CCCC1	x	-8	x	x	-11	-2	x	-2
19	COc1ccc(CCNC(=O)C2CCN(Cc3nc(-c4ccccc4F)oc3C)CC2)cc1OC	x	17	x	x	-2	1	x	-1
20	O=C(N/N=C\c1ccc(S(=O)(=O)O)o1)c1ccc2c(c1)OCO2	0	14	2	3	1	-2	0.1	0
21	O=C(COc1ccccc1)NCCn1ccc2ccccc21	x	-5	x	x	-7	5	x	6
22	Cc1ccc(C(=O)Nc2cccc(N3C(=O)C4CCC(C)CC4C3=O)c2)cc1 (centres undefined)	0	-1	2	2	4	14	-0.1	0
23	CCN(CC)C(=O)CSC1=C(C#N)C(c2cccs2)C=C(C)N1 (centres undefined)	x	-5	x	x	1	1	x	6
24	CCN1[C@@H]2Cn3c(ccc(-c4ccccc4)c3=O)[C@H]1[C@@H](C(=O)NC1CCC1)[C@@H]2CO	x	x	x	x	-4	6	0.1	0
25	COc1ccc(OC)c(NC(=O)CSc2nc3[nH]c(=O)cc(O)c3s2)c1	-12	6	-2	5	-7	-4	1.7	5
26	CN(C(=O)COC(=O)CCCc1c[nH]c2ccccc12)c1c(N)n(Cc2ccccc2)c(=O)[nH]c1=O	-11	-4	-3	1	4	5	0.3	2
27	CC(=O)c1ccc(N(CC(=O)Nc2cc(C)on2)S(=O)(=O)c2ccc(C)cc2)cc1	-14	-6	1	-3	10	4	-0.2	0
28	CNNC(=S)Nc1cccc(SC)c1	-9	6	-2	3	4	7	4.7	-5
29	COc1ccccc1CCC(=O)Nc1cccc(S(=O)(=O)N2CCCC2)c1	-13	-3	1	-2	-1	-2	-0.1	3
30	CCC(=O)N[C@@H]1CC[C@@H](CC(=O)NCC2CC2)O[C@@H]1CO	-4	x	2	-4	x	x	-0.1	x
31	Cc1ccc(S(=O)(=O)CCC(=O)OCC(=O)c2cc(C)ccc2C)cc1	-14	-3	0	-6	x	x	x	x
32	COc1ccc(N(CC(=O)NCc2cccnc2)S(=O)(=O)c2ccccc2[N+](=O)[O-])c(OC)c1	-13	-1	0	1	x	x	1.6	x
33	S=C1NCCc2ccc(Cl)cc2C1c1ccccc1 (centres undefined)	x	13	x	x	7	7	x	5
34	O=C(c1ccccc1)N1CC(=O)N2[C@H](CO)[C@H](c3ccc(C#Cc4ccccc4)cc3)[C@H]2C1	-37	x	-2	-1	x	x	-0.3	x
35	COC(=O)[C@]12CCCCC=C1N(Cc1ccc(Cl)cc1Cl)C(=O)[C@H](CC(=O)N1CCN(C(=O)C3CC3)CC1)C2	24	x	2	-11	x	x	-0.1	x
36	O=C(Nc1nnc(S(=O)(=O)N2CCCCC2)s1)c1cccc(Br)c1	x	-10	x	x	11	7	x	5
37	C[C@H]1CN([C@@H](C)CO)C(=O)c2cc(NC(=O)CCCN(C)C)ccc2O[C@H]1CN(C)Cc1ccc(Cl)c(Cl)c1	28	1	-1	0	6	-1	0.1	-2
38	CC(Nc1nc(-c2ccccc2O)nc2ccccc12)c1ccccc1 (centres undefined)	-17	-3	1	u	9	-11	0.2	2
39	Cc1coc2c(C)c3oc(=O)c(CCC(=O)NCCCN4CCCC4=O)c(C)c3cc12	-7	4	1	1	-4	11	x	2
40	CN1C[C@H]2[C@@H](c3ccccc31)[C@@H](CO)N2C(=O)Nc1ccccc1Cl	-6	-1	-1	-1	-6	15	-0.8	-4
41	Cc1[nH]c(SCC(=O)c2c(N)n(C)c(=O)n(C)c2=O)nc1Cc1ccccc1	-20	6	2	5	3	1	1.0	-1
42	COc1ccc(CN(C)C[C@H]2OCCCC[C@@H](C)Oc3ccc(NC(=O)CCC(F)(F)F)cc3C(=O)N([C@@H](C)CO)C[C@H]2C)cc1	9	-1	-1	3	-3	0	0.0	-3
43	Nn1c(SCc2ccccn2)nncc1=O	-26	56*	-3	3	x	x	2.4	x
44	O=C(NC1CCCC1)c1cccc(S(=O)(=O)N2CCCCC2)c1	x	1	x	x	-6	9	x	-4
45	Cc1cc(C(=O)N/N=C/c2cccc3ccccc23)c(C)o1	-18	-8	1	5	3	35	x	-2
46	Cc1cc(C)c(NC(=S)N(CCN2CCCCC2)Cc2ccco2)c(C)c1	-12	10	-11	4	x	x	-3.6	x
47	N#Cc1c(-c2ccc(Cl)cc2)ccnc1N1CCOCC1	-4	-4	2	1	x	x	x	x
48	Cc1cc(C)c2nc(-c3ccccn3)cc(C(=O)N3CCCC3)c2c1	-12	10	21	5	-10	-8	-0.1	0
49	O=C(C[C@@H]1CC[C@@H](NC(=O)CCN2CCCCC2)[C@H](CO)O1)NCc1ccc(Cl)c(Cl)c1	-6	-11	-5	4	0	5	-0.2	0
50	COC1CCCN(C(=O)c2cccc(OC3CCN(S(C)(=O)=O)CC3)c2)C1 (centres undefined)	2	-1	1	4	-7	5	x	-1

# In a second layout: 2 of the compounds above
# Fields: RAD52 inh, ARNT-TACC3 inh, Casp6 inh, ERp5 inh, RAD54 inh, esBAF inh, E-selectin induc, PglD DTNB
[31] Cc1ccc(S(=O)(=O)CCC(=O)OCC(=O)c2cc(C)ccc2C)cc1
 : -14, -3, 0, -6, x, x, x, x
[32] COc1ccc(N(CC(=O)NCc2cccnc2)S(=O)(=O)c2ccccc2[N+](=O)[O-])c(OC)c1
 : -13, -1, 0, 1, x, x, 1.6, x

# Later entries
nr	SMILES	RAD52 inh	ARNT-TACC3 inh	Casp6 inh	ERp5 inh	RAD54 inh	esBAF inh	E-selectin induc	PglD DTNB
51	COc1ccc2c3c(n(C)c2c1)[C@@H](CO)N(CC1CC1)CC31CCN(C(=O)Nc2c(C)noc2C)CC1	-68	x	-4	-5	x	x	-0.7	x
52	O=C(c1cn2ccccc2n1)N1CCCC(Nc2ccc(F)c(F)c2)C1 (centres undefined)	-5	-2	0	0	-10	x	x	-4
53	O=C(CCc1nc(-c2ccccc2Cl)no1)NCc1ccco1	1	0	3	-2	4	-2	x	4
54	Cc1ccc(-c2nc(C(=O)NC3CCCCCC3)no2)cc1	0	-8	-4	0	3	24	0.0	-4
55	NC(=O)C1CCN(C(=O)Cc2ccc([N+](=O)[O-])cc2)CC1	-12	9	1	6	x	x	0.0	x
56	C[C@H](O)C#Cc1ccc([C@H]2[C@@H](CO)N3CCCCN(C(=O)c4cccc(F)c4)C[C@H]23)cc1	-4	-2	-2	6	2	-3	-0.7	-1
57	CCn1cc(CNC(=O)CCc2nnc(CCC3CCCCC3)o2)cn1	13	2	0	2	x	x	x	x
58	C[C@H]1CN([C@@H](C)CO)C(=O)c2cc(-c3cccnc3)cnc2O[C@H]1CN(C)C(=O)Nc1ccc2c(c1)OCO2	3	9	2	-3	-4	10	-0.2	-2
59	COc1ccc(Cl)cc1C(=O)NC1=NCCS1	-9	2	1	0	-2	7	x	-16
60	Cc1nn(-c2ccc(N3CCOCC3)nn2)c(C)c1CCC(=O)NCc1ccccc1	6	-4	3	5	6	5	x	-2
61	Cc1c(C(=O)Nc2ccc(Cl)cn2)oc2ccccc12	x	-5	x	x	-4	45*	x	-3
62	C=CCNC(=O)c1snnc1-c1ccccc1	x	-3	x	x	-7	-3	x	2
63	COc1ccc(CNC(=O)C2CCC(CNc3c(N4CCC(C)CC4)c(=O)c3=O)CC2)cc1 (centres undefined)	0	0	-2	1	-8	x	x	0
64	Cc1cc(Cl)c2oc(C(=O)NC3CCC(O)CC3)c(C)c2c1 (centres undefined)	-9	-1	5	2	-5	26	0.9	0
65	Cc1ccc(C)c(N(C(=O)c2csnn2)C(C(=O)NC2CCCCC2)c2cccnc2)c1 (centres undefined)	-6	-6	-1	-3	-4	2	x	0
66	CCN1CCN(C(=S)NCC2CCCO2)CC1 (centres undefined)	-7	-21	-4	-2	-9	4	-0.4	1
67	C[C@@H]1CN([C@@H](C)CO)S(=O)(=O)c2ccc(-c3ccc(C(=O)N(C)C)cc3)cc2O[C@H]1CN(C)Cc1ccc2c(c1)OCO2	24	x	2	0	x	x	-0.3	x
68	COc1cccc(S(=O)(=O)N[C@H]2C=C[C@@H](CC(=O)NCc3ccc(F)cc3)O[C@H]2CO)c1	-6	-17	-1	5	-4	3	0.6	-1
69	CN(C)C(=S)c1ccc(N(C)C)cc1	-11	2	3	-2	x	4	-0.5	x
70	CNC(=O)C[C@@H]1CC[C@@H]2[C@@H](COc3ccc(NC(=O)Nc4ccc(C)cc4)cc3C(=O)N2C)O1	-5	-4	-1	-5	-12	8	0.1	1
